GPR35 antagonists: GPR35 antagonists blocking zaprinast-driven arrestin recruitment, primary screen, imaging, U2OS, beta-arrestin-GFP, zaprinast agonist (AID 2058). U2OS GPR35 beta-arrestin-GFP translocation imaging, zaprinast antagonism; higher % means a stronger effect. inhibition, % at 10 µM, or IC50 in µM where a hit was titrated. actives 0.052% (n = 290,000);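 active = inhibition of at least 50% with at least 30 cells and total cytoplasm GFP at most 10,000,000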
KOR beta-arrestin-1: KOR agonists, beta-arrestin recruitment, primary screen, cell-based, luminescence, uHTS (AID 1777); actives 0.02% (n = 280,000); KOR beta-arrestin recruitment, luminescence; higher % means a stronger effect; activation, % at 10 µM, or EC50 in µM where a hit was titrated; in the data active = activation above about 50%, passing the limit was not always enough; note: a part of the inactive calls stands beside numbers as strong as those of hits
HIV fusion peptide: inhibitors of HIV fusion peptide binding, primary screen, biochemical, uHTS, fluorescence dequenching (AID 1986). cell-free peptide binding, fluorescence dequenching, 30 min; higher % means a stronger effect. inhibition, % at 20 µM, or IC50 in µM where a hit was titrated. actives 0.3% (n = 290,000); in the data active = inhibition mostly above about 52%, no sharp cut-off; inactive = mostly below about 76%; note: some results filed as inactive read as strong as hits
Siah-1 displacement: Siah-1 peptide-binding antagonists, primary screen, biochemical, fluorescence polarization, rhodamine-plectin, uHTS (AID 1817). displacement, % at 20 µM, or IC50 in µM where a hit was titrated. actives 0.02% (n = 290,000). Siah-1 / rhodamine-plectin peptide fluorescence polarization; higher % means a stronger effect;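 active = displacement of at least 50% at 20 µM, with a fluorescence ratio check between 0.3 and a set limit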;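 note: plate controls were Siah plus tracer with DMSO for no effect and tracer alone without Siah for full effect; strong numbers were not always called active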
GPR55 antagonists: GPR55 antagonists blocking LPI-driven arrestin recruitment, primary screen, imaging, U2OS, beta-arrestin-GFP, LPI agonist (AID 2013). U2OS GPR55 beta-arrestin-GFP translocation imaging, LPI antagonism; higher % means a stronger effect. actives 0.13% (n = 290,000). inhibition, % at 10 µM; hits with a dose series show IC50 in µM;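 active = spots per cell inhibited over 60%, with over 100 cells counted and total cytoplasm intensity under 500,000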;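 note: U2OS cells stably carrying GPR55 and arrestin-GFP stimulated by 5 µM LPI near EC80; imaged beta-arrestin-GFP aggregate spots per cell after agonist stimulation; plate controls were LPI-stimulated DMSO wells for no effect and DMSO wells without LPI for full effect; some results filed as inactive read as strong as hits; confirmed hits need IC50 under 10 µM and bright autofluorescent wells are also inconclusive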
GPR55 beta-arrestin: selective activators of receptor GPR55 – imaging, U2OS cells, beta-arrestin-GFP redistribution, primary screen (AID 1961) | U2OS GPR55 beta-arrestin-GFP redistribution imaging; higher % means a stronger effect | one-dose activation, % at 10 µM; EC50 in µM for titrated hits | actives 0.048% (n = 290,000);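 active = activation above 40% with more than 50 cells counted in the well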;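 note: U2OS osteosarcoma cells stably expressing GPR55 and beta-arrestin-GFP; plate controls were DMSO negative control for no effect and LPI positive control for full effect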
AID2073: inhibitors of Mint1-CaV2.2 protein interaction, biochemical, HTRF (AID 2073). inhibition, % at 20 µM, or IC50 in µM where a hit was titrated. actives 0.19% (n = 290,000). HTRF protein-protein interaction, Mint1-CaV2.2; higher % means a stronger effect; in the data active = inhibition mostly above about 51%, no sharp cut-off; note: some results filed as inactive read as strong as hits
NOD1 NF-kB reporter: inhibition of NOD1-driven NF-kB reporter – cell-based, luminescence, uHTS, primary screen (AID 1578) | NOD1-driven NF-kB luciferase reporter cells, luminescence; higher % means a stronger effect | inhibition, % at 4 µM; hits with a dose series show EC50 in µM | actives 1% (n = 290,000); in the data active = inhibition mostly above about 36%, no sharp cut-off; inactive = mostly below about 34%;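 note: HEK-293T reporter cells stimulated with the NOD1 agonist gamma-tri-DAP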
KOR beta-arrestin-2: kappa opioid receptor blockers – cell-based, luminescence, uHTS (AID 1778); KOR beta-arrestin recruitment, luminescence, antagonist mode; higher % means a stronger effect; inhibition, % at 10 µM; hits with a dose series show IC50 in µM; actives 0.091% (n = 290,000); in the data active = inhibition above about 50%; note: strong numbers were not always called active
Starred values were filed as active, the others as inactive; / = not tested or not shown; [ ] = another dose, or the depositor's remark. This is a subset, so the mix of outcomes need not match the whole.

The opening three compounds as a preview:
Siah-1 displacement	AID2073	GPR55 antagonists	HIV fusion peptide	KOR beta-arrestin-2	KOR beta-arrestin-1	GPR55 beta-arrestin	GPR35 antagonists	NOD1 NF-kB reporter	Compound
-6.8%	16µM*	9.3%	24.8%	17.2%	-10.5%	-0.4%	8.6%	-45.1%	O=C(O)Cc1sc(Nc2ccc(Cl)cc2)nc1-c1cccs1
-1.1%	18.8%	17.8%	0.4%	4.0%	1.7%	-0.1%	-2.1%	-23.8%	Cc1cc(OCC(=O)NC2CCN(Cc3ccccc3)CC2)c2c(C)c(C)c(=O)oc2c1
-8.6%	-15.6%	6.1%	1.9%	3.6%	9.9%	-0.1%	5.3%	-28.3%	Cc1cccc(C(=O)NNC(=S)NC(=O)c2cccs2)c1

This part in full (from the top)
Siah-1 displacement	AID2073	GPR55 antagonists	HIV fusion peptide	KOR beta-arrestin-2	KOR beta-arrestin-1	GPR55 beta-arrestin	GPR35 antagonists	NOD1 NF-kB reporter	Compound
-6.8%	16µM*	9.3%	24.8%	17.2%	-10.5%	-0.4%	8.6%	-45.1%	O=C(O)Cc1sc(Nc2ccc(Cl)cc2)nc1-c1cccs1
-1.1%	18.8%	17.8%	0.4%	4.0%	1.7%	-0.1%	-2.1%	-23.8%	Cc1cc(OCC(=O)NC2CCN(Cc3ccccc3)CC2)c2c(C)c(C)c(=O)oc2c1
-8.6%	-15.6%	6.1%	1.9%	3.6%	9.9%	-0.1%	5.3%	-28.3%	Cc1cccc(C(=O)NNC(=S)NC(=O)c2cccs2)c1
-4.6%	26.2%	-13.8%	2.7%	-22.0%	1.6%	0.1%	-2.5%	-14.3%	C/C(=N\NC(=O)c1nn(C)cc1Br)c1cccc(NC(=O)C2CCCC2)c1
-1.9%	10.7%	-3.4%	1.0%	28.2%	2.4%	-0.1%	10.0%	-15.6%	COc1ccc(C=C(C#N)C#N)c(CSc2ccccn2)c1
3.0%	0.6%	3.9%	6.8%	13.2%	-1.6%	-0.1%	7.4%	5.2%	O=C(/C=C/c1ccc(Br)o1)NC(c1ccccc1)c1ccccc1
6.3%	0.7%	11.1%	2.1%	-9.4%	6.5%	-0.2%	6.2%	-29.2%	O=C(NNc1ccccc1Br)C(=O)n1ccc2ccccc21
0.6%	-16.5%	16.1%	-1.5%	28.0%	-6.2%	-0.3%	5.8%	-6.7%	COc1ccc(C(=O)NC2CCN(C(=S)NCc3ccco3)CC2)cc1
-0.6%	-1.4%	-9.0%	0.5%	16.7%	1.1%	0.1%	1.0%	-16.6%	CCN(CC)S(=O)(=O)c1ccc2c(c1)nc(SCC(=O)NC1CC1)n2-c1ccccc1OC
-3.2%	2.2%	3.5%	-1.1%	-9.5%	-0.5%	0.2%	-6.1%	-0.2%	CSc1sc(C(=O)NN)c2c1C1(CCC2)SCCS1
-2.3%	1.1%	-1.1%	57.7%	-53.3%	1.4%	-0.1%	-7.1%	15.0%	COc1ccc(N2C(=O)CC(N3CCN(c4ccc(S(=O)(=O)N5CCCC5)cc4)CC3)C2=O)cc1 (configuration not stated)
-4.4%	2.1%	6.8%	0.8%	-18.2%	-1.0%	-0.3%	11.3%	37.2%	O=C(Nc1ccncc1)c1cccs1
4.2%	17.7%	13.7%	0.2%	7.2%	-2.5%	-0.1%	10.1%	-1.6%	C=CCOc1ccc(C2/C(=C(/O)c3ccc(OC)cc3)C(=O)C(=O)N2CCN2CCNCC2)cc1 (configuration not stated)
3.8%	1.7%	6.5%	1.1%	12.4%	-3.5%	0.6%	-13.3%	-28.0%	CC(=O)c1ccc(S(=O)(=O)NC2CC2)cc1
-3.4%	0.6%	-14.0%	2.9%	-30.2%	7.6%	-0.1%	-6.2%	-11.1%	O=C(c1cc2cc(Br)cc(Br)c2oc1=O)N1CCCc2ccccc21
0.8%	0.738µM*	32.1%	-3.3%	-34.3%	0.5%	-0.1%	-6.0%	4.7%	COc1cc(N=c2ssnc2Cl)cc(OC)c1
-2.0%	51.1%*	3.7%	27.7%	-12.9%	-2.5%	0.1%	-8.5%	6.9%	O=C(N/N=C/c1sc(N2CCOCC2)nc1-c1ccccc1)c1cccc(S(=O)(=O)N2CCCC2)c1
1.3%	0.8%	-0.2%	-1.2%	22.5%	-3.3%	-0.4%	-2.4%	-16.8%	COc1ccc(S(=O)(=O)N2CCN(c3ccccc3OC)CC2)cc1OC
1.0%	-8.9%	1.1%	1.0%	-26.3%[20 µM]	-1.4%	-0.1%	3.0%	14.5%	Fc1ccc(-c2[nH]ncc2CN(CC2CCC2)CC2CCCO2)c(F)c1 (configuration not stated)
-0.3%	-14.8%	4.8%	0.2%	-29.2%	0.0%	0.5%	-0.4%	-20.5%	CCOC(=O)C1(CC2CCCCO2)CCN(S(=O)(=O)c2ccccc2)CC1 (configuration not stated)
-7.5%	-2.3%	6.2%	-1.2%	-4.6%	-4.3%	-0.2%	15.4%	-35.4%	Cn1nnc(-c2ccc(OCc3ccccc3F)cc2)n1
2.4%	10.0%	7.4%	-1.5%	6.7%	-5.9%	0.1%	5.6%	-4.7%	O=C(CN1CCN(c2ccccn2)CC1)NC1CCCC1
15.7%	3.6%	9.9%	10.0%	-16.7%	-3.4%	-0.2%	6.9%	-12.4%	CCN(CC)S(=O)(=O)c1ccc(N=NC2=C(O)CCCC2=O)cc1
-3.0%	15.1%	-23.6%	0.0%	-31.8%	6.0%	-0.1%	-10.0%	50.1%	COc1ccc(NC2=NC3(CCCCC3)N=C(N)N2)cc1
3.2%	8.0%	9.9%	-1.3%	-4.1%	-5.5%	3.6%	7.0%	-10.0%	Cc1nn(CCCC(=O)O)c(C)c1[N+](=O)[O-]
2.2%	13.7%	15.1%	-1.1%	-37.9%	5.0%	-0.1%	-17.2%	7.2%	COc1ccc2c(-c3ccccc3)cc(SCC(=O)N(C)C3CCS(=O)(=O)C3)nc2c1 (configuration not stated)
1.1%	-1.9%	0.4%	2.0%	6.3%	0.4%	0.1%	-15.4%	-20.3%	CCC1CCC(C(=O)NNC(=O)OC)CC1 (configuration not stated)
1.6%	-0.6%	13.3%	0.5%	7.1%	-4.6%	0.2%	18.1%	1.5%	CCOCCOCCC(C(=O)OCC)P(=O)(c1ccccc1)c1ccccc1 (configuration not stated)
2.8%	-9.1%	4.1%	-0.3%	13.1%	-2.8%	0.2%	-4.5%	/	CCN(CCCNC(=O)C1CCN(S(=O)(=O)c2cccc3nonc23)CC1)Cc1ccccc1
-2.3%	8.0%	5.4%	-2.5%	3.1%	1.5%	0.4%	-2.8%	-11.5%	O=C(Nc1ccc(Cl)cc1)Nc1ccccn1
-0.2%	19.1%	-2.6%	2.9%	-16.0%	6.0%	-0.2%	3.5%	-17.2%	CCCCn1nnc(NC(=O)c2sc3cc(Cl)ccc3c2Cl)n1
58.5%	20.3%	7.2%	34.6%	-27.3%	-0.2%	-0.5%	-11.0%	-29.7%	O=C(O)c1ccc(N2C(=O)c3cccc4c(C(=O)O)ccc(c34)C2=O)cc1
9.2%	3.1%	2.0%	-0.6%	-14.8%	-3.3%	-0.1%	-10.6%	-37.0%	CCc1ccc(N(CC(=O)NC(C)(C)C)C(=O)CNC(=O)c2cccs2)cc1
10.4%	-3.2%	15.6%	-2.7%	23.7%	1.4%	0.0%	4.4%	-4.3%	CCOC(=O)C1C(=O)C=C(C)C(C(=O)OCC)C1c1cccc([N+](=O)[O-])c1 (configuration not stated)
-5.2%	8.3%	-2.2%	-0.3%	-8.2%	-7.0%	-0.1%	6.3%	6.0%	CCCCN(CC)CCNC(=O)c1ccc2c(Cl)c3c(nc2c1)CCC3
2.9%	-5.9%	1.2%	-0.2%	-6.7%	5.9%	-0.1%	-5.8%	2.2%	COC(=O)c1cc(S(=O)(=O)N2CCC(c3ccccc3)C2)c[nH]1 (configuration not stated)
19.4%	7.6%	10.7%	2.5%	11.6%	-3.7%	0.0%	4.0%	1.1%	C=CC(COCc1ccccc1)N(Cc1ccccc1)S(=O)(=O)c1ccccc1Br (configuration not stated)
-1.3%	-1.7%	13.6%	4.3%	-32.9%	-5.1%	-0.3%	-15.0%	8.4%	CC(C)c1nc2oc3c(N4CCN(C)CC4)ncnc3c2c2c1CCC2
0.2%	8.0%	7.6%	3.1%	6.9%	0.1%	-0.1%	13.9%	50.2%	O=C(c1ccncc1)N(Cc1cc2ccccc2[nH]c1=O)C1CCCCC1
1.6%	-3.8%	-8.8%	-1.7%	-48.9%[20 µM]	-6.3%	-0.1%	-2.9%	-18.5%	Cc1cc(/C=N/NC(=O)CC#N)c(C)n1-c1ccc([N+](=O)[O-])cc1
4.2%	-4.0%	15.3%	-0.1%	-23.0%[20 µM]	3.5%	-0.1%	6.8%	11.3%	COc1ccc(NC(=S)NC2CCCC2)c(OC)c1
-1.0%	-0.8%	-2.0%	-1.9%	-29.0%	5.0%	0.0%	-5.5%	-5.4%	C=CCn1cc(C(=O)NCCCOCC)c(=O)c2cc(S(=O)(=O)N(CC)CC)ccc21
12.8%	-4.2%	11.2%	-0.3%	-39.9%	2.3%	-0.3%	-0.5%	-5.0%	O=C(Cn1nc(C(=O)O)c2ccccc2c1=O)Nc1nc(-c2ccccc2)cs1
14.7%	-5.9%	3.8%	2.2%	-10.8%	2.5%	-0.2%	4.5%	3.7%	CC(=O)COC(=O)C1CCN(S(=O)(=O)c2cc([N+](=O)[O-])ccc2Cl)CC1
5.5%	-2.1%	4.8%	5.1%	/	0.1%	-0.2%	1.3%	-12.4%	COc1ccc(OC)c(C(C)NC(=O)c2ccc(Br)cc2)c1 (configuration not stated)
3.6%	12.2%	5.7%	-2.2%	-0.8%	0.2%	-0.4%	11.9%	-20.4%	COc1cc(OC)cc(-c2cc(N3C(=O)Nc4ccccc4N3O)n[nH]2)c1
-4.4%	6.2%	-6.9%	0.1%	18.3%	-1.2%	0.3%	-13.8%	-0.3%	CC(=O)c1c(C)[nH]c(C(=O)Nc2ccc(F)cc2F)c1C
0.2%	-9.3%	-0.2%	0.7%	-3.5%	0.5%	0.4%	4.7%	40.2%	Cc1ccc(CNC(=O)c2cc3c(C)nc4ccccc4c3o2)cc1
-1.6%	8.8%	4.4%	0.7%	-13.2%	4.4%	-0.1%	-5.1%	-21.3%	CCCCn1c(=O)[nH]c(=O)c2c1nc(-c1ccccn1)n2CC
